High-throughput results (PubChem)
NR2E3 ag-1 = agonists of human NR2E3 nuclear receptor | Q9Y5X4 | CHO-S Gal4-NCOR/VP16-NR2E3 two-hybrid, luciferase | inhibition of corepressor binding, % at 3.98 µM | 0.35% of 360,000 active | AID 602229;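 active = inhibition above the mean of all tested compounds plus 3 SD, cut at about 70% in these data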;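 also: 0% = DMSO with NR2E3 transfected cells and 100% = cells lacking NR2E3 construct; higher means lower luciferase signal from less NR2E3 corepressor binding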
Target sequence (Q9Y5X4 whole entry, looked up, the tested form may be a part): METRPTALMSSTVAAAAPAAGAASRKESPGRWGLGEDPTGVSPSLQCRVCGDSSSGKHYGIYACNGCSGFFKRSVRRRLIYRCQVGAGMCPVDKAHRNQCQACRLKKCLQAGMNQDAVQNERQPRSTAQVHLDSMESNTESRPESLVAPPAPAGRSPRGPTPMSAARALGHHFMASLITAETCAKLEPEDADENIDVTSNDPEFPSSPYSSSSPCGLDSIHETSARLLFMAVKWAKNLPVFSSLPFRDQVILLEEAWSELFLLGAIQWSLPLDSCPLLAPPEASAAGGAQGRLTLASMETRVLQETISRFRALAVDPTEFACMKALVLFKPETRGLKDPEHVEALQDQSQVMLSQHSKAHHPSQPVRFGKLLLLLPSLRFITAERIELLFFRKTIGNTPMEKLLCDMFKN
CaV13 FRET inh = Disruptors of the CACNA1D IQ motif to Ca2+-dependent inactivation inhibitor domain association, primary screening, Förster resonance energy transfer in intact living … | HEK cells, CFP/YFP FRET ICDI-IQ, plate reader, 10 min; percent FRET-ratio fall versus neutral wells | AID 743397 | inhibition, % at 12.3 µM | 0.098% of 340,000 active;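 active = mean replicate inhibition of at least 30% and at least 1% of replicates passing that level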;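 also: 0% = median of the neutral control wells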
Peg3 promoter = reduces Peg3 promoter-driven luciferase expression in HeLa; HeLa PEG-Prom luciferase reporter, luminescence, overnight; inhibition, % at 20 µM; 1.7% of 360,000 active; AID 588405;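 active = inhibition of at least 50% at 20 µM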
NR2E3 ag-2 = agonists of human nuclear receptor NR2E3; Q9Y5X4; AID 2300; GST-NR2E3/biotin-RetCOR TR-FRET, 1536-well; inhibition of corepressor binding, % at 4.78 µM; 0.12% of 320,000 active;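 active = percent inhibition above the cutoff of mean plus 3 SD of all tested compounds, set per screening campaign, cut at about 20% in these data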;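 also: 0% = DMSO wells and 100% = biotin wells as full block of FRET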
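system = GST-tagged NR2E3 plus biotinylated RetCOR corepressor | input = 1.35 nM GST-NR2E3 | also added = 7 nM biotin-RetCOR | schedule = 5 h incubation at 4 °C | measured by = TR-FRET with europium anti-GST and streptavidin-D2, 340 nm excitation | read-out = percent loss of FRET ratio relative to control wells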
m5-HT2A agonist = activates the mouse 5-HT2A serotonin receptor. 0.66% of 360,000 active. activation, % at 7.6 µM. P35363. CHO-K1 mHTR2A beta-arrestin complementation, luminescence; percent of 30 µM serotonin response;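 active = activation above a run cutoff, the mean activation of all tested compounds plus 3 SD, cut at about 14% in these data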;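 also: 0% = plate median of compound wells and 100% = 30 µM serotonin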
Target sequence (P35363 whole entry, looked up): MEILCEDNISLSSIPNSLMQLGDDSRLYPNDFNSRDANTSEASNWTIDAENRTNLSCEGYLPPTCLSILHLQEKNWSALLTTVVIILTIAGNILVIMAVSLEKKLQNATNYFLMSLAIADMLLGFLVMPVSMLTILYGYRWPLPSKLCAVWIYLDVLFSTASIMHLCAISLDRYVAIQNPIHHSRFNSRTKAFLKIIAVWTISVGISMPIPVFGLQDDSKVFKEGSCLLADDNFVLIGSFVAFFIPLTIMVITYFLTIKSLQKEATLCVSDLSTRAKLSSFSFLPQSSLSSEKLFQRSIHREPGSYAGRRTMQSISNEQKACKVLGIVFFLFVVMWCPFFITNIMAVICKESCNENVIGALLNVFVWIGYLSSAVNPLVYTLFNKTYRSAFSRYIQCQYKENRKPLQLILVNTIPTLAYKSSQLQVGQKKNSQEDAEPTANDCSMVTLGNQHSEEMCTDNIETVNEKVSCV
MITF TRPM1 inh = MITF TRPM1 promoter inhibition in SK-MEL-5 cells | inhibition, % at 12.5 µM | 0.83% of 330,000 active | AID 488899 | SK-MEL-5 TRPM1 promoter luciferase, 24 h;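 active = mean inhibition across replicates of 60% or more, whatever share of single replicates reaches that level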; also: values of inactives mirror those of a sister screen read the other way
Shn3 inh set2 = inhibitors of Schnurri-3 3'UTR reporter in osteoblasts; Clone20 osteoblast Shn3 3'UTR firefly luciferase, 24 h; inhibition, % at 12.5 µM; 0.52% of 360,000 active; AID 588674;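 active = mean inhibition of at least 75% with every replicate also reaching 75%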;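 also: 0% = median of neutral control wells and 100% = pilot-screen positive control compound; some compounds past the cut are filed as inactive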
PDI inh = blocks human protein disulfide isomerase activity; 0.052% of 350,000 active; PDI insulin aggregation turbidity, A650, 90 min; P07237; inhibition, % at 10 µM; AID 588391;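 active = mean inhibition across replicates of 30% or more, whatever share of single replicates reach that level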;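 also: absorbance from insulin aggregation driven by PDI reduction with DTT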
hiPSC survival = hiPSC single-cell survival enhancement. ATPlite luminescence; 100% = ROCK inhibitor wells, 0% = DMSO. survival enhancement, % at 20 µM. 0.044% of 360,000 active; in the data active = survival enhancement above about 18%;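 also: cells exposed to compounds for 16 hours before the ATP read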
H9c2 protect = myocardial damage modulation in H9c2 cells; H9c2 cardiomyocytes, H2O2 injury protection, ATPLite, 2 h; protection from H2O2 cell death, % at 20 µM; 0.63% of 360,000 active;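 active = compounds giving at least 50% protection of heart cells from peroxide-induced death in the single-dose screen, raw or plate-pattern-corrected value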;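 also: 0% = DMSO wells with peroxide and 100% = DMSO wells without peroxide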
HIF-2a inh = blocks HIF-2a reporter activity. 0.72% of 360,000 active. 786-0 RCC cells HIF-2a reporter, luciferase luminescence, overnight. AID 624352. inhibition, % at 18.8 µM;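 active = inhibition of the luminescence signal of 40% or more relative to plate controls, in a single-dose primary screen at 18.75 µM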
Numbers without * were called inactive; x = not tested or not shown.

SMILES	NR2E3 ag-1	CaV13 FRET inh	Peg3 promoter	NR2E3 ag-2	m5-HT2A agonist	MITF TRPM1 inh	Shn3 inh set2	PDI inh	hiPSC survival	H9c2 protect	HIF-2a inh
COc1ccccc1NC(=O)c1ccc(Cl)c(S(=O)(=O)NCc2ccco2)c1	-1	-3	-4	-1	2	16	-3	0	-0.3	-5	-21
CCC(C)(C(=O)NC1CCCC1)N(C(=O)CC1NC(=O)NC1=O)c1c(C)n(C)n(-c2ccccc2)c1=O (configuration not stated)	7	3	6	1	3	8	2	1	-0.5	2	16
O=C(c1ccc(F)cc1F)N1CCC(N2CCC(C(=O)N3CCOCC3)CC2)CC1	-27	-2	1	-4	0	-4	-19	2	0.3	0	4
CCOc1ccc(N2CC(C(=O)NCC(=O)Nc3ccc(F)c(F)c3F)CC2=O)cc1 (configuration not stated)	10	-2	4	4	4	-4	44	-6	0.1	-6	13
COc1cc(/C=N/NC(=O)c2ccc(F)cc2)ccc1OC(=O)c1ccco1	-10	-2	-42	-1	1	-17	-15	1	-0.9	-2	-22
O=C(NCc1ccccc1)N1CCC(CO)(Cc2cccc(F)c2)CC1	-4	-1	12	-3	2	3	26	14	-0.6	-10	19
O=C(Nc1ccccc1)OC[C@@H]1C=CS(=O)(=O)N1Cc1ccc(Br)cc1	-10	-9	-7	x	-1	x	-12	x	0.1	-2	-4
COc1cc2oc3ccccc3c2cc1N(CC(=O)N(C)C)S(=O)(=O)c1ccccc1	-26	x	15	5	-11	16	-7	-3	0.5	-9	25
CC(C)CCNC(=O)c1cc(S(=O)(=O)N2CCc3ccccc32)cn1C	-17	-9	23	3	0	18	3	x	-0.9	-12	11
COc1ccc([N+](=O)[O-])cc1NC(=O)C(C)OC(=O)c1cccnc1 (configuration not stated)	-3	-3	26	3	-5	-5	-1	-1	-2.0	5	23
COc1ccccc1CN(C)C(=O)c1ccc(S(=O)(=O)NCc2ccco2)cc1	15	-16	8	-2	-7	8	-2	7	-0.5	-5	3
COc1ccc(/C(N)=N/OC(=O)c2cccc([N+](=O)[O-])c2C)cc1OC	-12	x	-41	0	0	-9	-22	-9	1.6	-24	-75
Cc1ccccc1S(=O)(=O)NC(=O)C1(C)CCN1C(=O)c1c(C)noc1C (configuration not stated)	-14	-11	-9	x	1	x	5	9	0.3	8	7
O=C(N/N=C/c1ccncc1)c1cc2ccccc2cc1O	-55	x	-83	x	-9	-11	1	8	0.1	0	-136
N#CC1(NC(=O)COc2ccc(C(N)=O)cc2)CCCC1	-23	-4	1	x	-8	-4	-5	3	-0.3	0	4
COc1ccc(N2C(=O)C(C)(C)C2c2c(O)ccc3ccccc23)cc1 (configuration not stated)	-4	-5	33	-1	-6	0	-6	8	-0.1	-4	19
Cn1c(=O)[nH]c(=O)c2c1nc(N1CCN(Cc3ccccc3)CC1)n2CCSc1ncccn1	-30	-3	10	-1	0	x	-8	x	1.9	23	16
COc1ccc2c(c1)CCc1c-2n[nH]c1C(=O)NCCC(C)C	-104	-4	-250	4	-5	-49	-6	-1	-0.1	-9	-169
Cc1c(C)c2cc(Cl)c(O)c(CN3CCCC(C)C3)c2oc1=O (configuration not stated)	-9	-5	-15	0	3	1	9	2	2.1	6	5
Cc1occc1C(=O)NCCc1cccc(Cl)c1	-50	x	-228	-2	-8	-60	-25	8	-0.3	6	-173
Cc1cccn2c(=O)c(/C=C(\C#N)S(=O)(=O)c3ccc(Cl)cc3)c(N3CCC(C(N)=O)CC3)nc12	-10	x	-3	-2	0	15	-6	7	0.5	3	5
CC1CCCN(c2ccc([N+](=O)[O-])cc2C(=O)c2ccccc2)C1 (configuration not stated)	29	-2	15	0	1	30	31	-1	-3.9	-1	23
O=C(Nc1cccc(S(=O)(=O)NC2=NCCC2)c1)c1ccccc1F	-35	-7	4	x	0	-6	1	6	1.7	10	-7
Cc1oc2nc(SCC(=O)Nc3ccc(S(N)(=O)=O)cc3)nc(NC(=O)c3ccccc3)c2c1C	6	-5	-2	2	1	2	-3	0	-1.8	17	-12
CSc1cnnc2ccccc12	8	-7	3	x	1	15	-17	3	2.4	28	25
COc1cccc(CCNS(=O)(=O)CCNC(=O)c2cccc(OC)c2)c1	-14	-3	-9	1	-6	-9	-5	-4	-0.5	3	-1
CC(C)=CCC/C(C)=C/C=N/NC(=O)c1ccccc1[N+](=O)[O-]	0	-6	12	-3	-7	1	22	7	3.9	0	3
O=C(COc1ccc(Br)cc1)N1CCN(c2ncccn2)CC1	19	-2	-2	-150	8	x	-16	6	0.2	4	-7
CCCCn1nc2cc(C(=O)NCc3ccc(OC)cc3)ccc2c1OCC	33	-10	17	0	-4	3	-1	-4	2.1	-3	-5
COCc1ccc(C(=O)OC(C)C(=O)Nc2c(C)n(C)n(-c3ccccc3)c2=O)cc1 (configuration not stated)	9	-5	0	0	2	7	-21	4	0.3	5	5
CCOC(=O)c1c(C)n(C)c2ccc(OC(=O)c3ccc([N+](=O)[O-])cc3)cc12	-6	-5	6	-1	0	4	-1	-29	0.8	-5	16
COCCCNC(=O)c1cc(OC)c(OC)c(OC)c1	-17	x	-4	-3	3	-1	-8	6	-0.3	14	2
CCCCOc1ccc(S(=O)(=O)NNC(=O)c2cc3ccccc3o2)cc1	36	-5	17	-2	2	7	6	2	5.1	-11	14
Cc1ccc(C(=O)N2CCC3(CC2)Oc2ccc(Cl)cc2C(=O)C32CC(c3cccnc3)=NO2)s1 (configuration not stated)	22	-10	26	2	8	6	7	-2	4.2	7	16
COc1ccc(CNC(=O)c2ccc(N3CCOCC3)c([N+](=O)[O-])c2)cc1	12	-17	-12	-3	-2	8	8	-3	1.0	3	0
c1csc(-c2cn3c(n2)SCC3)c1	-22	-5	-50	3	0	-10	-29	-8	-0.5	2	-36
Cc1cc(C)cc(N(CC(=O)NC2CCCC2)C(=O)CCC(=O)Nc2nc(C)cs2)c1	-21	-1	7	1	-1	18	14	0	0.5	4	6
COc1ccccc1NS(=O)(=O)c1cccc(C(=O)NCc2ccccn2)c1	-26	x	9	0	0	4	-1	-4	0.0	5	17
COC(=O)COc1nsnc1N1CCOCC1	19	-3	13	0	1	8	-12	-4	5.3	2	9
COc1ccc(NC(=O)CSc2nnc(CNC(=O)c3cccs3)o2)c(OC)c1	-2	x	-20	6	-2	-8	-9	2	-0.1	5	-14
CCOC(=O)C1CCN(C(=O)CCS(=O)(=O)c2ccc3c(c2)CCN3C(=O)CC)CC1	20	-11	1	1	-3	2	-19	-54	-1.2	-1	13
CCC(=O)Nc1cccc(C2=NOC3(C2)C[C@@H](C(N)=O)N(C(=O)c2cc([N+](=O)[O-])cc([N+](=O)[O-])c2C)C3)c1 (some centres not stated)	-19	-7	-3	3	0	-9	-11	1	-0.3	-10	2
O=C(/C=C/c1ccccc1)N/C(=C/c1ccccc1)C(=O)N1CCOCC1	6	-6	15	-4	1	-13	-12	0	-1.7	0	9
Cc1cccc(-c2noc(-c3cc4ccccc4oc3=O)n2)c1	-18	-5	-272	3	7	-57	-55	-47	-1.6	-16	-159
Cc1[nH]c2ccccc2c1C(=O)CN1C(=O)NC2(CCCCCC2)C1=O	-21	-6	7	1	11	8	-1	-7	-0.4	-1	13
CCN(CC)C(=O)COC(=O)c1cc(-c2ccco2)nc2ccccc12	4	-19	9	x	1	14	-22	0	0.5	10	-1
C=CCn1c(SCC(=O)Nc2sccc2C(N)=O)nc2ccc(Cl)cc2c1=O	69	-2	52*	-1	3	20	75	8	-0.8	-25	23
Cc1nc2ccccc2c(=O)n1NC(=O)c1cccnc1Cl	0	-2	3	3	1	2	-19	8	-0.4	-2	10
CSc1nc(N)n2nc(C(C)(C)C)cc2n1	3	-5	-28	1	3	-61	-36	14	0.1	5	-51
O=C(Nc1nnc(SCc2ccc(F)cc2)s1)c1ccco1	-7	-6	-36	7	1	7	-7	9	-2.9	-15	-53
Oc1ccc(Cl)cc1CNC1CCCCC1	-1	-6	-12	x	4	-9	0	6	-3.4	-8	-4
COc1cc(OC)c(C2NC(=O)CCC2[N+](=O)[O-])cc1OC (configuration not stated)	2	-5	-1	-1	11	-13	14	1	-0.7	1	5
COc1cc(F)ccc1-c1cc(C(=O)NCc2cccc(Cl)c2)[nH]n1	24	-5	-17	x	2	x	-12	-8	2.1	-3	-17
Cn1nnnc1Sc1ncnc2scc(-c3ccc[nH]3)c12	3	-6	-48	2	-3	84*	71	-2	-3.3	-11	72*
COc1ccc(NC(=O)CCNC(=O)C2CCN(S(=O)(=O)c3ccccc3)CC2)cc1OC	3	-11	4	x	-1	x	-7	1	-0.7	18	0
O=C(CCCC(=O)N(c1ccc2c(c1)OCCO2)C(C(=O)NC1CCCCC1)c1ccc(Cl)cc1)Nc1ccccn1 (configuration not stated)	-1	-7	-12	4	1	-3	11	-9	-2.2	8	-15
COc1ccc(Br)cc1CNc1ccccc1	-31	-6	-16	x	-5	-27	-27	5	0.4	-3	-42
CCCCCCOC(=O)c1ccc(NC(=O)c2cc(OC)c(OC)c(OC)c2Br)cc1	13	0	11	-1	-3	4	6	3	-0.3	-11	36
Cc1ccc(S(=O)(=O)NC2CCCCC2)cc1C(=O)N1CCC(C(N)=O)CC1	-8	-2	-3	2	-1	2	8	-10	0.4	5	17
CCc1nc2ccc(C(=O)N(CC)CCN(C)C)cn2c1N(C)Cc1cccs1	20	-7	-9	x	4	x	14	8	4.3	12	13
Later entries
SMILES	NR2E3 ag-1	CaV13 FRET inh	Peg3 promoter	NR2E3 ag-2	m5-HT2A agonist	MITF TRPM1 inh	Shn3 inh set2	PDI inh	hiPSC survival	H9c2 protect	HIF-2a inh
C/C(=N/NC(=O)CNS(=O)(=O)c1ccccc1)c1ccc(Br)cc1	1	-4	-16	4	1	-10	-6	2	-0.7	-3	-48
COc1ccccc1CNC(=O)c1ccc(NS(C)(=O)=O)cc1	-11	-5	0	0	-4	4	-4	0	0.4	-3	2
COCC(C)NC(=O)CSc1nc2ccccc2n1CCc1ccccc1 (configuration not stated)	16	-16	15	4	1	3	4	-4	-0.6	-4	11
O=C1C=C(NS(=O)(=O)c2ccccc2)C(=O)c2ccccc21	18	-11	21	x	0	66*	14	4	2.0	-8	18
O=S(=O)(/N=C(/Nc1ccc(F)cc1F)c1ccccc1)c1ccccc1	-13	-4	1	-1	8	0	0	-15	0.9	5	6

HIF-2a inh: what is marked active above
molecule | NR2E3 ag-1 | CaV13 FRET inh | Peg3 promoter | NR2E3 ag-2 | m5-HT2A agonist | MITF TRPM1 inh | Shn3 inh set2 | PDI inh | HIF-2a inh
Cn1nnnc1Sc1ncnc2scc(-c3ccc[nH]3)c12 | 3 | -6 | -48 | 2 | -3 | 84* | 71 | -2 | 72*
